Vif inh = inhibitors of HIV Vif | HEK293T cells, Vif self-association by quenched fluorescence, imaging, 24 h | inhibition, % at 7.49 µM | 340,000 compounds, 0.35% hits; in the data active means inhibition above about 50%, passing the limit was not always enough; further: some results filed as inactive read as strong as hits
CaV13 FRET inh = Disruptors of the CACNA1D IQ motif to Ca2+-dependent inactivation inhibitor domain association, primary screening, Förster resonance energy transfer in intact living …; HEK cells, CFP/YFP FRET ICDI-IQ, plate reader, 10 min; percent FRET-ratio fall versus neutral wells; inhibition, % at 12.3 µM; 340,000 compounds, 0.098% hits; AID 743397;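 active means mean replicate inhibition of at least 30% and at least 1% of replicates passing that level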;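 further: 0% = median of the neutral control wells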
H9c2 protect = myocardial damage modulation in H9c2 cells. H9c2 cardiomyocytes, H2O2 injury protection, ATPLite, 2 h. protection from H2O2 cell death, % at 20 µM. 360,000 compounds, 0.63% hits. AID 588492;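 active means compounds giving at least 50% protection of heart cells from peroxide-induced death in the single-dose screen, raw or plate-pattern-corrected value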;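 further: 0% = DMSO wells with peroxide and 100% = DMSO wells without peroxide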
MC4R antagonist = human MC4R antagonism in cAMP assay. inhibition, % at 6.5 µM. P32245. AID 540295. 360,000 compounds, 0.48% hits. MC4R-expressing cells, MTII-stimulated cAMP, LANCE TR-FRET;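 active means inhibition above its plate's cutoff, the mean of tested wells on that plate plus 3 SD, cut at about 29% in these data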;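 further: 0% = Melanotan II alone and 100% = Melanotan II plus saturating MCL0020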
Target sequence (P32245 whole entry, looked up): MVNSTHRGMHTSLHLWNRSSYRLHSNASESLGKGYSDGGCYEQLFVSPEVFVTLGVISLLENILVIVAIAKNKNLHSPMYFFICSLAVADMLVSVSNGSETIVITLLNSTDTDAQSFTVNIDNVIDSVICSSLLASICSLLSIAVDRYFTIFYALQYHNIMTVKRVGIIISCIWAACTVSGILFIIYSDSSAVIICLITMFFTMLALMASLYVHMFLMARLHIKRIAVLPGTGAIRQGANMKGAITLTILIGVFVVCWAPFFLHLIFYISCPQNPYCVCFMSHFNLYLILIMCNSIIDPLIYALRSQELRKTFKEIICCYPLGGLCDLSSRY
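System – human MC4R-expressing U2OS cells · Also added – Melanotan II · Dosing – one concentration, 6.5 µM nominal · Timing – 30-min compound, 1-h challenge, 1-h detection, room temperature · Measured by – Eu-cAMP/anti-cAMP TR-FRET, emission 671 nm · Replicates – singlicate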
aDG glyco act = increases alpha dystroglycan glycosylation; 360,000 compounds, 0.22% hits; activation, % at 10 µM; AID 624168; Pro5-aDG cells, alpha-DG glycosylation AlphaScreen (IIH6); 0% Pro5, 100% B10-LARGE cell signal;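 active means activation of at least 8% versus controls, or a plate z-score of at least 8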;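 further: Pro5 are CHO cells carrying HIG-tagged alpha-DG that lacks glycosylation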
MC4R barr agon = agonists of human melanocortin 4 receptor (MC4R) beta-arrestin; activation, % at 8.9 µM; P32245; 360,000 compounds, 0.98% hits; U2OS MC4R beta-arrestin complementation, luminescence; percent of melanotan II response, DMSO zero;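 active means activation above a per-plate cutoff, the mean activation of sample wells on that plate plus 3 SD, cut at about 8% in these data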
ABCB6 inh 2 = inhibitors of human ABC transporter ABCB6. Q9NP58. fluorescence ratio to DMSO, % at 10 µM. 360,000 compounds, 0.19% hits. AID 602162. K562-ABCB6 porphyrin accumulation, flow cytometry, 1 h; stronger effect = lower value;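 active means fluorescence ratio to DMSO below 75%, the collection mean minus 3 SD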;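 further: signal is porphyrin accumulated inside mitochondria; 100% equals median channel fluorescence of DMSO control wells; lower ratio means ABCB6 inhibition with less porphyrin fluorescence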
PDI inh = blocks human protein disulfide isomerase activity; P07237; PDI insulin aggregation turbidity, A650, 90 min; inhibition, % at 10 µM; 350,000 compounds, 0.052% hits;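 active means mean inhibition across replicates of 30% or more, whatever share of single replicates reach that level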;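 further: absorbance from insulin aggregation driven by PDI reduction with DTT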
m5-HT2A agonist = agonists of mouse serotonin 5-HT2A receptor (HTR2A) | P35363 | CHO-K1 mHTR2A beta-arrestin complementation, luminescence; percent of 30 µM serotonin response | activation, % at 7.6 µM | 360,000 compounds, 0.66% hits;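 active means activation above a run cutoff, the mean activation of all tested compounds plus 3 SD, cut at about 14% in these data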;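 further: 0% = plate median of compound wells and 100% = 30 µM serotonin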
Target sequence (P35363 whole entry, looked up): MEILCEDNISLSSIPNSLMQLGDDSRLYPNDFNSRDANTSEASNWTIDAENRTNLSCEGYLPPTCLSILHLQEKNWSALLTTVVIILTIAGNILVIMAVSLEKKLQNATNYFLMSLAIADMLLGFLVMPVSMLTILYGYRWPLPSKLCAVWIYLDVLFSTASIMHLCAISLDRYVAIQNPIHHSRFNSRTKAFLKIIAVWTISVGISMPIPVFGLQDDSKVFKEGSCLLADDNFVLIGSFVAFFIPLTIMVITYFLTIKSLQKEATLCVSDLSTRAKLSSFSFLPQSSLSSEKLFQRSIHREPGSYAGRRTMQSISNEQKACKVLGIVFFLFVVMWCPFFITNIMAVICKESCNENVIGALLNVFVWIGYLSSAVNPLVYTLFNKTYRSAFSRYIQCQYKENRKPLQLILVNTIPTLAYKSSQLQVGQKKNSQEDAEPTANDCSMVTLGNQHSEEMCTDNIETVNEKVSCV
N-glyco inh = N-linked glycosylation inhibition; reporter increase, % at 12.5 µM; 360,000 compounds, 0.23% hits; D54 ERlucT glycosylation luciferase reporter, 24 h; percent of 100 nM tunicamycin response; AID 588692;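 active means mean luciferase reporter signal, scaled so untreated is 0 and the glycosylation-blocking control 100, at or above a set limit in every replicate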;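 further: luciferase carries N-glycosylation sites so blocking glycosylation raises the light; 0% = median of neutral control wells and 100% = median of 100 nM tunicamycin wells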
* marks the source's active call; other numbers are inactive results; . = no result given.

no. | structure | Vif inh | CaV13 FRET inh | H9c2 protect | MC4R antagonist | aDG glyco act | MC4R barr agon | ABCB6 inh 2 | PDI inh | m5-HT2A agonist | N-glyco inh
1 | COc1c(/C=N/Nc2ccc([N+](=O)[O-])cc2[N+](=O)[O-])c(C)nn1-c1ccccc1 | 14.7 | -2.8 | 5.4 | 0.9 | -0.4 | -0.9 | 86.0 | 13.6 | -0.6 | -0.5
2 | CC(=O)Nc1ccc(NC(=O)Oc2ccccc2)cc1 | -0.2 | -7.4 | 3.2 | 0.7 | -0.1 | -0.8 | 98.0 | -3.9 | -2.5 | 1.6
3 | OCC1OC(n2cnc3ccccc32)CC1O (stereo not drawn) | -3.7 | -17.8 | 0.0 | 3.7 | 0.0 | -0.2 | 100.0 | -2.8 | 2.8 | 0.9
4 | Cc1cc(NC(=O)CSCC(=O)OCc2nnc(-c3ccccc3)o2)no1 | 3.4 | -5.5 | 3.1 | 13.0 | -0.3 | -1.1 | 98.0 | 12.1 | 2.1 | 1.2
5 | CC(C)N(C)c1ncnc2c1ncn2[C@H]1CN(Cc2cccs2)C[C@@H](CO)O1 | -5.1 | -3.5 | -1.6 | -6.2 | 0.4 | -1.6 | 95.0 | -18.0 | 1.4 | 0.3
6 | COc1ccc(/C=C2\SC(=S)N(CCCC(=O)N3CCOCC3)C2=O)cc1 | -4.5 | . | -7.0 | -5.2 | 1.4 | -2.1 | 101.0 | -1.5 | -0.6 | 2.7
7 | O=C(CC(O)CCc1ccccc1)c1ccc(O)cc1 (stereo not drawn) | 3.4 | . | -0.6 | 17.4 | 0.2 | -1.2 | 102.0 | . | -2.8 | 2.9
8 | CCOC(=O)C1CCN(S(=O)(=O)c2cccc(-c3cn4ccccc4n3)c2)CC1 | . | -4.5 | -27.0 | -3.3 | 0.4 | -2.5 | 96.0 | -5.5 | 3.5 | -2.6
9 | Cc1ccc(/C=C/C(=O)Nc2cccc3cccnc23)o1 | 0.4 | -5.7 | 14.7 | 10.4 | 0.0 | -0.4 | 103.0 | -1.9 | 0.4 | 2.7
10 | COc1ccccc1N1C(=O)c2cccnc2C1=O | -4.0 | -5.4 | 3.2 | 7.6 | 0.0 | -1.6 | 97.0 | -2.3 | 4.2 | 0.4
11 | CCOC(=O)C(C)Sc1nnc(-c2ccccc2O)n1-c1ccc(C)cc1 (stereo not drawn) | -4.4 | -5.0 | 2.9 | 7.2 | 0.0 | 0.5 | 97.0 | -6.0 | 0.2 | -1.7
12 | CCc1cc(C(=O)N(CCCOC)c2c(N)n(Cc3ccccc3)c(=O)[nH]c2=O)sc1C | -6.8 | -1.8 | 0.3 | 5.0 | -0.2 | 0.9 | 100.0 | 2.2 | 1.0 | 0.0
13 | CCOC(=O)NC(C(F)(F)F)(C(F)(F)F)P(=O)(c1ccccc1)c1ccccc1 | 1.0 | . | 8.7 | 17.6 | -0.1 | -0.4 | 96.0 | -4.8 | 0.8 | -0.3
14 | COC(=O)N1[C@H](Cc2ccccc2)C=C[C@]1(C)C(=O)NCc1ccccn1 | -3.8 | . | -2.7 | 11.8 | 0.0 | 0.1 | 98.0 | 0.8 | 2.4 | 3.1
15 | COc1ccc(-c2nc(CSCC(=O)N3CCN(C4CCCCC4)CC3)c(C)o2)cc1OC | -11.3 | -1.8 | -8.5 | -7.7 | 0.1 | 1.2 | 104.0 | . | -2.3 | -1.7
16 | CC1(C)CC(=O)c2sc(NS(=O)(=O)c3ccc(F)cc3)nc2C1 | -0.8 | -2.8 | 0.0 | 2.0 | -0.1 | -1.5 | 100.0 | 1.1 | -2.4 | 1.1
17 | Cc1ccc(/C=C/C(=O)NCC2COc3ccccc3O2)o1 (stereo not drawn) | 31.4 | -16.8 | -11.1 | 11.3 | -0.3 | -1.2 | 100.0 | 8.8 | -1.9 | 1.4
18 | O=C(O)c1cccnc1SCC(=O)N1CCCc2ccccc21 | 3.7 | -1.4 | 1.3 | 17.2 | -0.1 | 0.1 | 102.0 | -0.1 | -2.6 | -3.6
19 | CSc1cccc(NC(=O)c2cccc3cccnc23)c1 | 2.4 | -5.2 | -6.2 | 12.7 | -0.2 | 0.6 | 101.0 | 13.2 | 6.1 | 3.2
20 | CC(Sc1nncs1)C(=O)Nc1ccc(S(=O)(=O)Nc2ncccn2)cc1 (stereo not drawn) | -5.3 | -5.8 | 1.8 | -4.4 | 0.2 | 0.4 | 105.0 | 4.0 | -5.5 | 1.1
21 | C=CCNc1ncnc2c1[nH]c1ccc(C)cc12 | -9.6 | -9.3 | -24.9 | -0.2 | 1.5 | -0.2 | 94.0 | -10.1 | -1.3 | -4.9
22 | CCOP(=O)(OCC)C(NC(=O)Nc1cccc(Cl)c1)C(N)=O (stereo not drawn) | -2.2 | -1.6 | 1.3 | -4.5 | -0.1 | -2.4 | 102.0 | -2.8 | 5.5 | 0.2
23 | S=C(Nc1cccc(Cl)c1Cl)Nn1cnnc1 | 5.9 | -8.3 | -6.9 | 0.9 | 0.0 | -0.5 | 104.0 | 11.6 | 2.0 | 2.0
24 | CCOC(=O)c1c(NC(=O)Cn2ccsc2=N)sc(C)c1C | -16.1 | -3.3 | 9.2 | -7.6 | 0.3 | 1.8 | 95.0 | -0.4 | 6.4 | 0.5
25 | CCCCc1cc(=O)oc2cc(C)cc(OCC(=O)NCCN3CCOCC3)c12 | 1.1 | -15.3 | 5.6 | 8.0 | -0.6 | -2.0 | 92.0 | -4.9 | 11.0 | -2.7

Exported screen by screen: two of the compounds above.
[15] COc1ccc(-c2nc(CSCC(=O)N3CCN(C4CCCCC4)CC3)c(C)o2)cc1OC
[16] CC1(C)CC(=O)c2sc(NS(=O)(=O)c3ccc(F)cc3)nc2C1
Screen / compound no.	15	16
Vif inh	-11.3	-0.8
CaV13 FRET inh	-1.8	-2.8
H9c2 protect	-8.5	0.0
MC4R antagonist	-7.7	2.0
aDG glyco act	0.1	-0.1
MC4R barr agon	1.2	-1.5
ABCB6 inh 2	104.0	100.0
PDI inh	.	1.1
m5-HT2A agonist	-2.3	-2.4
N-glyco inh	-1.7	1.1

Carrying on.
no. | structure | Vif inh | CaV13 FRET inh | H9c2 protect | MC4R antagonist | aDG glyco act | MC4R barr agon | ABCB6 inh 2 | PDI inh | m5-HT2A agonist | N-glyco inh
26 | Cc1ccc(C(=O)NCc2ccccc2F)cc1S(=O)(=O)N1CCCC1 | 4.9 | -1.9 | -4.5 | 13.7 | 0.0 | -0.1 | 93.0 | 21.3 | 4.4 | -5.0
27 | Clc1ccc(C2=Nn3c(Cn4nnc5ccccc54)nnc3SC2)cc1 | 1.5 | -3.8 | 6.6 | 20.4 | -0.3 | -2.3 | 98.0 | -2.0 | -5.9 | 1.5
28 | Cc1nnsc1Sc1cccc(C(F)(F)F)c1 | -5.9 | . | 7.8 | 11.0 | -0.1 | -1.0 | 98.0 | 3.1 | 2.8 | -0.1
29 | Nc1nnc(CSCc2ccc(Cl)cc2)s1 | 4.1 | -2.7 | 2.5 | 2.8 | -0.3 | -1.1 | 101.0 | 5.1 | -2.0 | 1.9
30 | O=C(NC1CC1)c1cc(Cl)nc2ccccc12 | -7.5 | -5.5 | -2.3 | -3.1 | 0.2 | -0.3 | 99.0 | -2.3 | -2.6 | 0.3
31 | FC(F)(F)c1cc(-c2ccccc2)nc(NCC2CCCO2)n1 (stereo not drawn) | -15.5 | -4.7 | -16.4 | 1.1 | 0.2 | 2.2 | 101.0 | 1.0 | 0.1 | 1.7
32 | COc1cccc(N2CCN(C(c3ccccn3)c3nnnn3C(C)(C)C)CC2)c1 (stereo not drawn) | -7.6 | -5.7 | 2.0 | 0.4 | 0.0 | -2.2 | 110.0 | 11.7 | 0.6 | -3.0
33 | COc1ccc(OC)c(NC(=O)c2cc(S(=O)(=O)N3CCCCC3)c[nH]2)c1 | 5.1 | . | -11.4 | 7.2 | -0.2 | -0.4 | 97.0 | -7.5 | 3.9 | 0.4
34 | N#C/C(=C\c1cccnc1)c1nc2ccccc2[nH]1 | -9.7 | -5.5 | 19.3 | -21.9 | 0.0 | -0.5 | 100.0 | -5.9 | -1.8 | 41.7*
35 | CC(Cc1ccccc1)Nc1ncnc2c1ncn2C1OC(CO)C(O)C1O (stereo not drawn) | 9.0 | -5.3 | -0.5 | 22.1 | -0.4 | -0.9 | 96.0 | -6.7 | -0.5 | 2.4
36 | CCOC(=O)C1(C)CCN1C(=O)c1ccc(OC)c(C(F)(F)F)c1 (stereo not drawn) | -4.9 | -5.1 | 1.5 | 3.5 | 0.0 | -0.6 | 105.0 | 0.5 | -11.3 | 0.4
37 | CN(C)C(=O)c1nnc(Cc2ccc(Cl)cc2)o1 | 0.3 | -2.3 | 5.2 | 10.4 | 0.4 | -2.0 | 103.0 | . | -0.9 | -0.3
38 | COC(=O)c1ccc(/C=N\NC(=O)c2c(C)nc3ccc(Cl)cn23)cc1 | 29.7 | . | 0.5 | -3.7 | -0.1 | -1.0 | 103.0 | 3.7 | 1.4 | 5.7
39 | COCCCNC(=O)Cn1nnc(-c2ccc(NC(=O)c3ccc(F)cc3)cc2)n1 | -2.6 | -8.7 | -6.2 | 10.0 | -0.2 | 2.2 | 102.0 | 5.5 | -1.2 | -2.0
40 | Cc1ccccc1C(=O)Nc1nnc(CC(=O)N/N=C/c2ccncc2)s1 | . | -4.1 | -4.3 | 0.9 | 0.6 | -1.6 | 102.0 | 0.3 | -1.1 | 1.2
41 | COc1ccc(-c2[nH]ncc2CNCCc2ncccc2C)cc1F | 12.7 | -6.6 | -4.1 | 2.1 | 0.4 | 0.1 | 97.0 | 4.6 | 3.6 | -0.6
42 | COc1cc(OC)cc(-c2noc([C@@H]3O[C@H](CO)[C@@H](O)[C@H]3O)n2)c1 | 12.2 | -5.6 | 6.0 | 3.6 | -0.3 | -2.1 | 102.0 | -10.1 | -1.9 | 1.4
43 | COC(=O)CCCCCCCCCC[N+]1(C)CCCCC1 | -1.8 | -17.5 | -4.3 | 0.1 | -0.2 | -0.6 | 96.0 | 19.4 | 3.5 | 1.9
44 | Cc1nn(-c2ccccc2)c2c1C(=O)N(Cc1ccccc1)C(=O)C(C)(C)C2 | -5.2 | -6.7 | -11.8 | 0.3 | 0.2 | 1.4 | 98.0 | -2.3 | -4.2 | -1.1
45 | Nc1cc(-c2nn[nH]n2)ccc1F | . | -0.4 | -1.6 | -7.2 | 0.4 | -0.5 | 189.0 | -29.9 | 3.6 | 0.5
46 | O=C(COC(=O)CCOc1ccccc1)Nc1ccc(Cl)cn1 | 4.7 | -6.6 | -0.1 | 3.6 | -0.1 | -0.7 | 86.0 | -3.5 | 5.9 | 1.3
47 | Cc1ccc(NC(=O)CSc2ccc3nnc(-c4cccnc4)n3n2)cc1 | -11.4 | -9.4 | 8.4 | -6.0 | -0.1 | -1.4 | 97.0 | 1.7 | -1.7 | 8.1
48 | S=C(NCc1ccccc1)Nc1ccc2ccccc2c1 | -4.0 | -6.6 | -3.7 | 2.0 | 0.1 | -1.7 | 96.0 | 13.2 | -3.2 | 1.7
49 | C/C(=N/OC(=O)C1CC12CCC2)c1ccc(Br)cc1 (stereo not drawn) | 18.6 | -4.5 | -15.6 | 5.9 | 0.2 | 0.9 | 101.0 | 3.1 | -1.6 | 1.0
